TMEM16A act: activates or potentiates the mouse TMEM16A chloride channel; Q8BHY3; HEK293 TMEM16A/YFP-H148Q/I152L, iodide quench fluorescence; hits give low values; B-score at 10 µM; 340,000 compounds, 0.3% hits;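 active means fluorescence-ratio B-score plate-corrected deviation score at least 3 library SD below zero, with starting fluorescence score within 5 deviations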;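 further: channel opened by trigger with iodide after compound preincubation; score built on the fluorescence ratio of max minus min over baseline; more negative score means more quench and so TMEM16A activation or potentiation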
MrgX1 ag: agonists of human MrgX1 receptor; AID 588627; MrgX1-HEK293 cells, Fluo-4 calcium fluorescence, agonist mode; hits give high values; Q96LB2; 310,000 compounds, 0.44% hits; B-score at 10 µM;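 active means calcium response B-score plate-corrected fluorescence ratio at least 3 library SD, with starting fluorescence B-score inside 5 SD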
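System: HEK293 cells stably expressing human MrgX1 receptor; Dosing: test compound in the initial addition of three; Schedule: overnight plating, then 30 min 37 °C plus 30 min room-temperature dye loading; Detection: kinetic calcium dye fluorescence, Fluo-4 NW; Controls: per-plate positive and negative controls for Z′ factor.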
MrgX1 allo act: human MrgX1 positive allosteric modulation, primary screen; Q96LB2; MrgX1-HEK293, Fluo-4 calcium flux, FDSS; hits give high values; B-score at 10 µM; 310,000 compounds, 0.63% hits;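 active means plate-corrected calcium response at least 3 library SD above typical, normal starting fluorescence, not activating the receptor alone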;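 further: compound read alongside a low EC10 to EC30 dose of BAM8-22 agonist; peak minus trough fluorescence over baseline measured at the second addition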
TRPC4 inh: inhibitors of mouse TRPC4 channel. Q9QUQ5. HEK293 TRPC4beta/mu-opioid, DAMGO-evoked Fluo4 calcium flux; hits give low values. B-score at 10 µM. 300,000 compounds, 0.39% hits;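 active means B-score over 3 SD under the library average, no early fluorescence shift, positive overall ratio signal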
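Assay system: HEK293 cells with stable TRPC4beta plus mu-opioid receptor expression. Dosing: single dose. Measured by: Fluo4 Ca2+ flux fluorescence. Also added: DAMGO in two steps, submaximal then maximal. Read-out: B score from integrated Fluo4 fluorescence ratio.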
TRPC6 activator: activators of mouse TRPC6 channel | HEK293-TRPC6 membrane potential dye fluorescence; hits give high values | Q61143 | B-score at 10 µM | 310,000 compounds, 0.13% hits;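 active means B-score of the integrated fluorescence ratio above library mean plus 3 SD, and starting fluorescence ratio within library mean plus 5 SD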;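 further: higher score means more depolarization so channel activation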
Target sequence (Q61143 whole entry, looked up): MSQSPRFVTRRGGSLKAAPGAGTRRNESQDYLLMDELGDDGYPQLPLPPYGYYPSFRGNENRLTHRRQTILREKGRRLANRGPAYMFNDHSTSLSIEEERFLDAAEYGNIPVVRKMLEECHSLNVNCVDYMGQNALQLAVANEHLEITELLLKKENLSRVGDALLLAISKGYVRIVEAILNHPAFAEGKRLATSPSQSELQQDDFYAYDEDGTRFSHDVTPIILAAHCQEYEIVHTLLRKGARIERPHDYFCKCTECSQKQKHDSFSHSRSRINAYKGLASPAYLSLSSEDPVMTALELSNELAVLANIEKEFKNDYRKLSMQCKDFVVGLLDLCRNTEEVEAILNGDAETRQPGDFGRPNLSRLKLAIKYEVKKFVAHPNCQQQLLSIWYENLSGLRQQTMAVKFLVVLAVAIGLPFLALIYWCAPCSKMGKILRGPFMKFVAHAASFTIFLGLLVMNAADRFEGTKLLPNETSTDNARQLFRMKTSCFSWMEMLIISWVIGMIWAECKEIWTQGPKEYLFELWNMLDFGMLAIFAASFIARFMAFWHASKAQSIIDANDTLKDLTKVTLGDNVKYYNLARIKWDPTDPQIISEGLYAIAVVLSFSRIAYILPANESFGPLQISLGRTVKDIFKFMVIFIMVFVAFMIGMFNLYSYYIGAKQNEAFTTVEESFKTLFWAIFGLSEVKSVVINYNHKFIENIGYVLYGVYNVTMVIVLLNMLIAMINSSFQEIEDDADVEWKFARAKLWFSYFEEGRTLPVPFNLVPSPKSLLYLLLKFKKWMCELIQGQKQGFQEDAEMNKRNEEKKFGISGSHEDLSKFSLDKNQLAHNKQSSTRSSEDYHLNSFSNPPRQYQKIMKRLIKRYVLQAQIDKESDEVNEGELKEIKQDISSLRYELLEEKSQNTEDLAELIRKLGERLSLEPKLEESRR
TMEM16A inh: inhibitors of mouse TMEM16A calcium-activated chloride channel. 310,000 compounds, 1.2% hits. normalized B-score (activity score, 25-100; higher = stronger inhibition) at 10 µM. Q8BHY3. AID 588511. HEK293 TMEM16A/YFP iodide influx fluorescence, ionomycin;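 active means ratio plate-corrected score three or more library SD toward inhibition, starting fluorescence score within five deviations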;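 further: score derived from kinetic fluorescence span divided by baseline fluorescence per well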
TRPC4 act: TRPC4 (mouse) channel activation | Q9QUQ5 | HEK293 TRPC4beta/mu-opioid, Fluo4 calcium fluorescence; hits give high values | B-score at 10 µM | 310,000 compounds, 0.49% hits;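 active means B-score above 5 SD of library B-scores, and initial fluorescence ratio not above library mean plus 5 SD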;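 further: positive B-score marks a calcium rise read as TRPC4 activation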
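Assay system: HEK293 cells stably co-expressing mouse TRPC4beta and mu-opioid receptor / Timing: Fluo4 dye loading 45 min at room temperature, 110 s recording / Signal: Fluo4 calcium-sensitive dye fluorescence, kinetic, 1 Hz baseline / Read-out: integrated baseline-normalised fluorescence ratio, converted to per-well B score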
MrgX1 antagonist: blocks BAM8-22 activation of human MrgX1 receptor; Q96LB2; MRGX1-HEK293 calcium flux, Fluo-4, BAM8-22 antagonism; hits give low values; B-score at 10 µM; 310,000 compounds, 1.3% hits; AID 588676;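 active means calcium-response B-score plate-corrected more than 3 library SD below zero, starting fluorescence within 5 deviations, no agonist response on first addition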;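 further: peak minus trough fluorescence over baseline after final BAM8-22 challenge near maximal dose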
TRPC6 inhibitor: blocks the mouse TRPC6 cation channel | AID 2553 | 310,000 compounds, 1.1% hits | HEK293-TRPC6, membrane potential dye, ACh-evoked depolarization; hits give low values | B-score at 10 µM;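 active means B-score under library mean minus 3 SD, initial fluorescence not abnormally high, positive integrated signal ratio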;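 further: B-score derived from integrated fluorescence ratio over the kinetic read; more negative B-score means stronger inhibition of depolarization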
SKKanGAS inh: blocks kanamycin growth of S. pyogenes SKKanGAS strain; BacTiter-Glo, 6 h; inhibition, % at 7.5 µM; 300,000 compounds, 1.3% hits;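 active means mean replicate score, as percent of positive control median, at least 50; inconclusive means mean below 50 but one replicate at or above 50; inactive means mean and every replicate below 50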;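 further: strain carries kanamycin resistance gene driven by streptokinase promoter and grows in 40 µg/ml kanamycin; loss of luminescence reflects streptokinase promoter inhibition or plain growth inhibition; 0% = median of DMSO wells and 100% = positive control at its reference dose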
TRPC4 PAM: allosterically enhances the mouse TRPC4 cation channel. AID 2227. Q9QUQ5. B-score at 10 µM. 310,000 compounds, 0.42% hits. HEK293 TRPC4beta/mu-opioid, DAMGO EC20, Fluo-4 Ca2+ flux; hits give high values;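 active means B-score of calcium response area above 5 SD of library B-scores, with initial fluorescence ratio within 5 SD of library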;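 further: B-score of integrated fluorescence ratio over time as area under calcium response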
* hit, by the source's call; i = inactive; u = inconclusive; x = no result given.

SMILES | TMEM16A act | MrgX1 ag | MrgX1 allo act | TRPC4 inh | TRPC6 activator | TMEM16A inh | TRPC4 act | MrgX1 antagonist | TRPC6 inhibitor | SKKanGAS inh | TRPC4 PAM
O=C(Nc1ccccc1)c1cc2ccccc2c(=O)s1 | i | i | i | i | i | i | i | -7.78* | i | -7.4 | i
COc1ccc(Nc2ncnc3sccc23)cc1OC | x | i | i | i | i | i | i | i | i | 4.9 | i
S=c1[nH]nc(CCc2ccccc2)n1-c1ccc(Cl)cc1 | i | i | i | i | i | i | i | i | i | -7.3 | i
CCC(=O)N1CCN(c2cc(N3CCN(C)CC3)c(F)cc2[N+](=O)[O-])CC1 | i | i | i | i | i | i | i | i | i | -2.6 | i
COC(=O)Cc1c(O)ccn(CCc2ccc(S(N)(=O)=O)cc2)c1=O | i | i | i | i | i | i | i | i | i | -19.6 | i
O=C1CC(SCCc2nc3ccccc3[nH]2)C(=O)N1c1ccc(Cl)cc1 (centres undefined) | i | i | i | i | i | i | i | i | i | 3.9 | i
CN=C1SC(CC(=O)Nc2ccccc2F)C(=O)N1/N=C/c1ccc(O)c(OC)c1 (centres undefined) | i | i | i | i | i | i | i | i | i | 1.3 | i
CC1CCN(S(=O)(=O)c2ccc(NC(=O)CN3CCOCC3)cc2)CC1 | i | i | i | i | i | i | i | i | i | 2.9 | i
COc1ccc(CCNC(=O)CSc2nc3ccccc3o2)cc1 | i | i | i | i | i | i | i | i | i | 0.3 | i
Cc1c(NC(=O)c2ccc(Cl)c(S(=O)(=O)N3CCCCC3)c2)c(=O)n(-c2ccccc2)n1C | i | i | i | i | i | i | i | i | i | 1.3 | i
O=C(CSc1nc2ccccc2c(=O)n1CC1CCCO1)N1CCN(c2ccccc2)CC1 (centres undefined) | i | i | i | i | i | i | i | i | i | 4.4 | i
CCCCCCn1c(CN2CCC(C)CC2)nc2c1c(=O)n(C)c(=O)n2C | i | i | i | i | i | i | i | i | i | -1.1 | i
COCCSc1ccccc1C(=O)NCc1ccco1 | i | i | i | i | i | i | i | i | i | -8.0 | i
COc1ccc(N(CC(=O)NC(C)C)S(=O)(=O)c2ccc(NC(C)=O)cc2)cc1 | i | i | i | i | i | i | i | i | i | -6.8 | i
O=C1/C(=C\c2cccs2)Sc2ccc3ccccc3c21 | i | i | i | i | i | i | i | i | i | x | i
Cc1cc(C)cc(N(CC(=O)NCc2ccco2)C(=O)CCC(=O)Nc2ccccn2)c1 | i | x | x | i | i | x | i | x | i | -3.8 | i
CCN(CC)S(=O)(=O)c1ccc(C(=O)OCC(=O)Nc2ccc(-c3nc4ccc(C)cc4s3)cc2)cc1 | i | i | i | i | i | i | i | i | i | 1.9 | i
CC(=O)C1C(c2ccc(O)cc2)NC(=O)NC1(O)C(F)(F)F (centres undefined) | i | i | i | i | i | i | i | i | i | -5.3 | i
CSc1nc2ccccc2n1CC(=O)Nc1ccc(C)c(C)c1 | i | i | i | i | i | i | i | i | i | -0.9 | i
CCOC(=O)N1CCN(Cc2nc(-c3ccccc3)no2)CC1 | i | i | i | i | i | i | i | i | i | -2.0 | i
CCCc1[nH]n(-c2nc3ccccc3s2)c(=O)c1C=NCCCOC | i | i | i | i | i | i | i | i | i | 1.5 | i
Nc1ccccc1N=Nc1ccccc1N | i | i | i | i | i | i | i | i | i | 3.7 | i
O=C(Nc1ccc(N2CCOCC2)cc1)c1cccc(-n2cnnc2)c1 | i | i | i | i | i | i | i | i | i | -6.0 | i
C/C(N)=C(/C#N)C(=O)COC(=O)[C@@H](NC(=O)c1ccccc1Cl)C(C)C | i | i | i | i | i | i | i | i | i | 3.1 | i
O=[N+]([O-])c1ccc(O)c(/C=N/Nc2ccc(Cl)nn2)c1 | i | i | i | i | i | i | i | i | i | 101.6* | i
SMILES | TMEM16A act | MrgX1 ag | MrgX1 allo act | TRPC4 inh | TRPC6 activator | TMEM16A inh | TRPC4 act | MrgX1 antagonist | TRPC6 inhibitor | SKKanGAS inh | TRPC4 PAM
O=C(Cn1cccc1C(=O)c1ccccc1)NCc1ccccn1 | i | i | i | i | i | i | i | i | i | 1.4 | i
C/C=C\C=C\C(=O)Nc1cccc(C2=NOC3(C2)C[C@@H](C(N)=O)N(C(=O)C(c2ccccc2)c2ccccc2)C3)c1 (some centres undefined) | i | i | i | i | i | i | i | i | i | 15.0 | i
O=S(=O)(c1cccs1)N1CCN(c2ccccc2)CC1 | i | i | i | i | i | i | i | i | i | 0.4 | i
CN1/C(=C/C2CC(=O)N(c3ccc([N+](=O)[O-])cc3)C2=O)C(C)(C)c2ccccc21 (centres undefined) | i | i | i | i | i | i | i | i | i | 6.1 | i
COc1cc(C(=O)N/N=C/c2cccc(Oc3ccccc3)c2)ccc1O | i | i | i | i | i | i | i | i | i | 22.9 | i
COc1ccc(S(=O)(=O)N2CCCCCC2)cc1C(=O)N1CCN(c2ccccc2O)CC1 | i | i | i | i | i | i | i | i | i | -6.3 | i
C=CCn1c(=O)[nH]c2cc(C(=O)N3CCN(c4cc(C)ccc4C)CC3)ccc2c1=O | i | i | i | i | i | i | i | i | i | 8.8 | i
CCCCC(=O)Nc1nc(-c2ccc(S(=O)(=O)N3CCOCC3)cc2)cs1 | i | i | i | i | i | i | i | i | i | -8.0 | i
Cc1ccc(C(=O)NC(=S)NNC(=O)COc2ccccc2C)cc1 | i | i | i | i | i | 25* | 54* | i | i | 117.9* | i
CC(=O)Nc1ccc2nc(-c3ccc(Br)o3)[nH]c2c1 | i | i | i | i | i | i | i | i | i | 3.2 | i
COc1cccc(NC(=O)CCc2nnc3ccc(N4CCN(c5cccc(OC)c5)CC4)nn23)c1 | i | i | i | i | i | i | i | i | i | 1.1 | i
Cc1ccc(-c2cc(C(=O)Nc3c(C)n(C)n(-c4ccccc4)c3=O)no2)cc1 | i | i | i | i | i | i | i | i | i | -1.3 | i
CCOC(=O)c1c(C)[nH]c(C(C)=O)c1C | i | i | i | i | i | i | i | i | i | 0.1 | i
CCC1(C)Cc2c(c(=O)n(-c3ccccc3)c3ncnc(N)c23)CO1 (centres undefined) | i | i | i | i | i | i | i | i | i | -7.2 | i
O=C(COC(=O)CSCc1ccccc1)NCc1ccccc1 | i | i | i | i | i | i | i | i | i | -17.3 | i
O=C(O)CCCN1C(=O)/C(=C\c2ccccc2OCc2ccccc2)SC1=S | i | i | i | i | i | 25* | i | i | i | u | i
COc1ccc(OCCn2cc(/C=C(\C#N)C(=O)NCc3ccco3)c3ccccc32)cc1 | i | i | i | i | i | i | i | i | i | -7.6 | i
O=C(c1ccco1)N1CCN(c2ccc(N3CCCCC3)nn2)CC1 | i | i | i | i | i | i | i | i | i | -10.7 | i
CCN(CC(=O)NCc1ccc(Cl)cc1)CC(=O)NC1(C#N)CCCC1 | i | i | i | i | i | i | i | i | i | -15.1 | i
COc1ccccc1N1CC(C(=O)OCC(=O)c2ccc(F)cc2)CC1=O (centres undefined) | i | i | i | i | i | i | i | i | i | -1.8 | i
COc1cc(CNCCSc2nnnn2C)cc(OC)c1OC | i | i | i | i | i | i | i | i | i | -15.6 | i
CC(C)c1ccc(NC(=O)[C@H](NC(=O)[C@@H]2Cc3ccccc3CN2)c2ccccc2)cc1 | i | i | i | i | i | i | i | i | i | 0.8 | i
COc1ccc2cc3cc(C(=O)N4CCN(Cc5ccc6c(c5)OCO6)CC4)oc3nc2c1 | i | i | i | i | i | 25* | i | i | i | 9.1 | i
OCCNc1nc(N2CCN(Cc3ccccc3)CC2)nc2ccccc12 | i | i | i | i | i | i | i | i | i | -0.7 | i
Cc1ccc(S(=O)(=O)N(C#N)c2nc(C)cc(C)n2)cc1 | i | i | i | i | i | i | i | i | i | -5.5 | i
SMILES | TMEM16A act | MrgX1 ag | MrgX1 allo act | TRPC4 inh | TRPC6 activator | TMEM16A inh | TRPC4 act | MrgX1 antagonist | TRPC6 inhibitor | SKKanGAS inh | TRPC4 PAM
CCCN1CCC(NC(=O)Nc2ccc(OC)c(OC)c2)CC1 | i | i | i | i | i | i | i | i | i | -7.6 | i
O=C(NCc1ccccc1)C1=C[C@@H](c2ccc3c(c2)OCO3)C[C@@H](OCc2ccc(CO)cc2)O1 | i | i | i | i | i | i | i | i | i | 8.0 | i
Cc1cc(NS(=O)(=O)c2ccc(Nc3nc(-c4ccc(C)c(C)c4)cs3)cc2)no1 | i | i | i | i | i | i | i | i | i | 15.4 | i
CC1CC(C)CN(C(=O)Cn2c(-c3nonc3N)nc3ccccc32)C1 (centres undefined) | i | i | i | i | i | i | i | i | i | 5.7 | i
COc1ccc(NC(=S)N=Nc2c(O)[nH]c3ccccc23)cc1 | i | i | i | i | i | i | i | i | i | 94.8* | i
Cc1ccc(C(=O)Nc2ccc(C(=O)N3CCCCC3C)cc2)cc1 (centres undefined) | i | i | i | i | i | i | i | i | i | -3.7 | i
N#Cc1c(Nc2ccccc2Cl)s[nH]c1=O | i | i | i | i | i | i | i | i | i | 1.6 | i
O=C(C1CCCO1)N1CCN(C(=S)Nc2ccc(Cl)cc2Cl)CC1 (centres undefined) | i | i | i | i | i | i | i | i | i | -2.8 | i
Cc1ccccc1C(OCC(O)CN1CCCCC1CCO)c1ccccc1 (centres undefined) | i | i | i | i | i | i | i | i | i | -2.8 | i
Cc1ccc(S(=O)(=O)N2CCCC2C(=O)NC2=NCCS2)cc1 (centres undefined) | i | i | i | i | i | i | i | i | i | 2.5 | i
Cc1ccc(NC(=S)NC2CCN(Cc3ccccc3)CC2)cc1C | i | i | i | i | i | i | i | i | i | 0.6 | i
CCCCNS(=O)(=O)c1ccc(OCC(=O)OC)cc1 | i | i | i | i | i | i | i | i | i | 0.4 | i
Cc1cc(C)cc(N2C(=O)CCN(Cc3ccccc3)C2=O)c1 | i | i | i | i | i | i | i | i | i | -3.8 | i
CC(=O)NC(NC(=S)Nc1ccc(N=Nc2ccccc2)cc1)C(Cl)(Cl)Cl (centres undefined) | i | i | i | i | i | i | i | i | i | u | i

Compounds as they come, and some 6.7% of all compounds hit somewhere here.
